miR122 inh – miR-122 Renilla sensor signal increase in Huh7, primary screen, miR-122 inhibitor project, cell-based, single point, plate reader. Huh7 miR-122 Renilla luciferase sensor, 48 h; neutral wells = 0, positive control = 100. activation (reporter increase), % at 12.5 µM. hit rate 0.3% among 340,000. AID 602342, 2012;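 active = mean replicate activation score at least 90 and every replicate individually at or above 90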;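 note: higher luciferase means less miR-122 activity so hits act as miR-122 inhibitors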
Active calls of the source: *.

SMILES	miR122 inh
CCCN(Cc1cc2cccc(C)c2[nH]c1=O)C(=O)c1cccc(OC)c1	1.0
CCOC(=O)N1CCN(C(=O)c2cnn3c(C)c(Cc4ccc(C)cc4)c(C)nc23)CC1	-1.2
CCC(=O)N1C(=O)CCN(C(C)=O)c2ccccc21	-1.8
Cc1ccc2c(c1)nnn2C1CCN(S(=O)(=O)c2ccc(C(=O)N3C(C)CCCC3C)cc2)CC1 (configuration not stated)	-11.2
Cc1cc(=O)oc2c(C(=O)/C=C/c3ccccc3)c(O)ccc12	-1.8
CCOc1ccccc1NC(=O)CCN1CCN(S(=O)(=O)c2ccc(OC)cc2)CC1	0.4
COC(=O)c1ccc(C(=O)OCCCc2nc3ccc(N)cc3[nH]2)cc1	-2.9
O=C(O)CSc1ncnc2c1oc1ccccc12	4.2
CN1CCN(S(=O)(=O)c2ccc(NC(=O)c3cccs3)cc2)CC1	6.7
O=C(O)CCn1c(C(=O)O)cc2sccc21	-3.4
O=C(O)COc1ccccc1Cc1ccccc1	5.0
COc1ccc(/C=N/NC(=O)c2nn(-c3ccc(C)c(C)c3)c(=O)c3ccccc23)cc1	-0.3
Cc1onc(-c2ccccc2Cl)c1C(=O)NCCn1c(C)cc2ccccc21	-4.9
O=c1c2c3nc4ccccc4nc3n(/N=C/c3ccncc3)c2ncn1-c1ccccc1	-0.5
C=CCN(CC=C)S(=O)(=O)c1ccc(NC(=S)NC(=O)/C=C/c2cccc3ccccc23)cc1	-0.5
Cc1cc2cc3c(N)[nH]nc3nc2cc1C	-3.7
O=C1C2CCCCN2C(=O)N1CCN1CCN(c2ccc([N+](=O)[O-])cc2)CC1 (configuration not stated)	4.4
CC(C)CCN(C)C1CCN(S(=O)(=O)c2cccc(C(F)(F)F)c2)CC1	-4.4
CCN(CCCNC(=O)C1CCN(S(=O)(=O)c2cccc3nonc23)CC1)Cc1ccccc1	10.1
CCCOc1ccc(C(=O)NNC(=S)NC(=O)CC)cc1	1.5
CCCSc1cc(N2CCN(C)CC2)nc(-c2ccc(OC)cc2)n1	-1.1
O=C(Nc1ccc(N=Nc2ccccc2)cc1)c1ccc(Cl)cc1Cl	-2.1
CCc1nn(-c2cc(Oc3ccccc3)nc(-c3ccccc3)n2)c(N)c1C#N	1.9
O=C(O)c1ccc2c(c1)CC(c1ccccc1)OC2=O (configuration not stated)	-6.1
C#CCOc1nc(OCC#C)nc(OCC#C)n1	8.8
Cc1ccc(N(C(=O)Cn2nnc3ccccc32)C(C(=O)NCc2ccco2)c2cccnc2)cc1 (configuration not stated)	0.2
Cc1onc(-c2ccccc2)c1C(=O)Nc1nnc(COc2ccc(Cl)cc2)s1	-5.1
O=C(O)c1ccccc1C1=Nc2ccc(O)cc2Oc2cc(O)ccc21	-5.3
COc1ccc(C(CCc2ccc(C)o2)NC(=O)Nc2ccc(OC)cc2OC)cc1 (configuration not stated)	-0.7
O=C(NNC(=O)c1cc(-c2ccc(Cl)c(Cl)c2)nc2ccccc12)Nc1ccccc1	22.1
CCCCCCCNC(=O)C1(CC2CC(c3cccc(Br)c3)=NO2)CCN(C(=O)Cc2ccc(F)cc2)CC1 (configuration not stated)	-0.7
COc1cccc(N=Nc2c(N)[nH]n3c(=O)cc(-c4ccccc4)nc23)c1	-10.5
COc1ccc(OC[C@@H](O)CNC(=O)c2cccc3c2C(=O)c2ccc(-c4ccc(F)cc4OCc4ccccc4)cc2S3(=O)=O)cc1	2.6
Cc1nc2ccc(NC(=O)c3sccc3C)cc2s1	-2.5
COc1ccccc1NC(=O)Nc1ccc(Br)cn1	3.7
CCCCN(C)C(=O)C1CCN(Cc2ccc(OCc3ccccc3)cc2)CC1	1.0
COC(=O)c1scc(C)c1NC(=O)c1cccc(C#N)c1	-3.4
CCn1c(=O)c2c3c(sc2n2cnnc12)CCC3	-4.9
C/C=C/c1ccccc1OCc1ccc(C(=O)OC)o1	-1.8
Cc1cccc(OCC(=O)NCC(=O)n2nc(C)cc2C)c1	-1.9
Cn1c(CN2CCN(CC#N)CC2)c(C#N)c2ccccc21	-0.3
O=S(=O)(NCC1OCCc2ccccc21)c1ccccc1 (configuration not stated)	50.0
c1ccc2[nH]c(CN3CCCCC3)nc2c1	-1.3
COc1cc(/C=C/C(=O)O)cc(OC)c1	-2.2
COc1ccccc1OCCSc1ncnc2nc[nH]c12	3.6

3 entries from above, in markdown:
| Structure | miR122 inh |
| --- | --- |
| COc1ccc(OC[C@@H](O)CNC(=O)c2cccc3c2C(=O)c2ccc(-c4ccc(F)cc4OCc4ccccc4)cc2S3(=O)=O)cc1 | 2.6 |
| Cc1nc2ccc(NC(=O)c3sccc3C)cc2s1 | -2.5 |
| COc1ccccc1NC(=O)Nc1ccc(Br)cn1 | 3.7 |

Other results:
SMILES	miR122 inh
CCN1CCc2nc(NC(=O)CC(c3ccccc3)c3ccccc3)sc2C1	-2.4
COc1cc(OC)c(NC(=O)c2ccc(Br)o2)cc1Cl	7.3
CCC(C)(C)NC(=O)C(c1cccn1C)N(C(=O)Cn1nnc2ccccc21)c1ccccc1OC (configuration not stated)	8.7
COc1cccc(NC(=O)c2nn(C)cc2Br)c1	5.4
COc1cccc(CNc2ncc(Br)cc2Br)c1O	-3.5
CCOC(=O)N1CCC(Nc2nc(OC)nc(OC)n2)CC1	-0.7
S=C1NC2=C(C(c3ccc(Br)cc3)N1)N1CCC2CC1 (configuration not stated)	-3.6
COc1cccc(/C=N/NC(=O)c2nnn(-c3nonc3N)c2C(C)C)c1OCc1ccc(F)cc1	-1.6
CCC(CO)N=CC1=C(O)CC(C)(C)CC1=O (configuration not stated)	1.5
CN1CCCCCC1=NC1=C(C#N)CCCC1	0.8
CCOC(=O)NC(Nc1sc2c(c1C(=O)OC)CCN(C)C2)(C(F)(F)F)C(F)(F)F	-4.9
O=C(NCc1ccc(Cl)cc1)c1noc2c1CCCCC2	-1.8
O=c1cc(N2CCc3ccccc32)[nH]c(=O)n1-c1ccccc1	4.9
CC(=O)N1c2ccccc2NC2=C(C(=O)CCC2)C1c1ccc(F)cc1 (configuration not stated)	-6.4
COc1cc(C)ccc1OCCOCCOc1ccccc1Br	-4.6
Cc1[nH]nc2c1C(C(C)C)C(C#N)=C(N)O2 (configuration not stated)	-2.7
COc1ccc(NC(=O)c2nc3nccc(C)n3n2)cn1	-15.5
O=C(NCc1ccc(N2CCCC2=O)cc1)c1cn(CCc2ccccc2)nn1	-8.2
COc1ccc(-c2nnc3ccc(SCC(=O)NCC4CCCO4)nn23)cc1 (configuration not stated)	-0.4
COc1ccccc1NC(=O)C1=C(C)Nc2ncnn2C1c1cccs1 (configuration not stated)	-8.4
CC(=O)c1cc(CC=C(C)C)c(O)c(CC=C(C)C)c1O	-4.4
CC(C)C(c1nnnn1Cc1ccccc1)N(CCCO)Cc1cc2cc3c(cc2[nH]c1=O)OCO3 (configuration not stated)	4.7
O=S1(=O)C=C(SCc2ccc(Cl)c(Cl)c2)Nc2ccccc21	33.2
CCn1c(SCc2nc3ccccc3c(=O)[nH]2)nnc1-c1cccnc1	-1.3
O=C(CCCSc1nc(-c2ccco2)cc(C(F)(F)F)n1)NCc1cccs1	-1.9
Cc1ccc(C(=O)CCC(=O)Nc2cccc(C(F)(F)F)c2)cc1	-0.3
Cc1ccc(S(=O)(=O)C(C#N)c2nc3ccccc3nc2OC(C)C)cc1 (configuration not stated)	2.0
CC(C)C(=O)NC(c1ccco1)c1c(O)ccc2ccccc12 (configuration not stated)	-6.7
C/C(=N\NC(=O)c1c(Br)c(C)nn1C)c1ccc(NC(=O)C(C)Oc2ccc(Cl)cc2C)cc1 (configuration not stated)	-1.8
CCCn1nnnc1NC(=O)COc1ccc(Cl)cc1C	1.8
COc1ccc(-n2c(C)cc(=O)c3c2CC(C)(C)CC3=O)cc1	-3.6
Cn1c(Oc2ccccc2NCc2cc(Br)ccc2O)cc(=O)n(C)c1=O	22.1
CCc1ccc(C2C(C#N)=C(N)Oc3n[nH]c(CC(=O)OC)c32)cc1 (configuration not stated)	-2.6
CCN(CC(=O)Nc1c(C(=O)OC)[nH]c2ccc(Cl)cc12)c1ccc2c(c1)OCO2	8.3
O=C(Nc1nnc(C2CC2)s1)c1ccncc1	-2.8
Cc1ccc(C)c(SCC(=O)OCC(=O)Nc2ccc(S(=O)(=O)N3CCOCC3)cc2)c1	-1.2
Cc1ccc(C(=O)Nc2nc(C(C)(C)C)cs2)s1	-9.8
Cc1ccccc1CSCC(=O)c1c(N)n(CC(C)C)c(=O)n(C)c1=O	0.9
COc1ccc(NC(=O)CN2CCN(c3ccc(F)cc3)CC2)cc1Cl	-2.0
COc1ccc(CN2CCN(S(=O)(=O)c3ccc(F)cc3)CC2)c(OC)c1OC	1.9
O=C(Cn1cnc2ccccc2c1=O)N(Cc1ccco1)c1ccc(O)cc1	6.0
CCOc1ccc(Cl)cc1-c1cc(C(=O)Nc2cc(OC)ccc2OC)[nH]n1	-7.6
Oc1ccccc1-c1nc(NCC2CCCO2)c2ccccc2n1 (configuration not stated)	9.3
O=C(Nc1ccc2nn(-c3ccccc3)nc2c1)c1ccc2c(c1)OCCO2	-11.5
O=C(OCCCN1C(=O)c2ccccc2C1=O)c1ccco1	-3.0

A second format for some results above:
mol | miR122 inh
CCCN(Cc1cc2cccc(C)c2[nH]c1=O)C(=O)c1cccc(OC)c1 | 1.0
CCOC(=O)N1CCN(C(=O)c2cnn3c(C)c(Cc4ccc(C)cc4)c(C)nc23)CC1 | -1.2
CCC(=O)N1C(=O)CCN(C(C)=O)c2ccccc21 | -1.8

The list goes on:
SMILES	miR122 inh
CSc1nnc2c(n1)OC=Nc1ccccc1-2	9.8
Cc1cc(N2CCN(c3ccccn3)CC2)n2nc(C)nc2n1	-5.9
CC1(C)C(=O)Nc2ccccc2N1C(=O)COc1ncnc2c(Cl)cc(Cl)cc12	-3.7
COC(=O)CNS(=O)(=O)c1ccc(OC)cc1	4.7
O/N=C1\CC2(Cc3nonc31)OCCO2	-7.6
COCCN1C(=O)c2ccc(C(=O)NCc3cccnc3)cc2C1=O	-1.3
CCOC(=O)NC(=O)CSc1nnnn1-c1ccccc1	-7.1
COc1cc(NC(=O)CN2CCN(S(=O)(=O)c3ccc(C(C)C)cc3)CC2)cc(OC)c1	-4.8
COc1ccc2c(c1)c1c3n2CCN(C)C3=NCC1	-3.1
CCn1cc(/C=C2\SC(=O)N(CC(=O)Nc3ccc4c(c3)OCO4)C2=O)c2ccccc21	-5.3
CCOCCN1CCN(c2c3c(nc4cc(-c5ccc(F)cc5)nn24)CCC3)CC1	0.7
CC[C@@]12C(=O)N(c3cccc(C)c3)C(=O)N1[C@H](c1ccc(OC)cc1)[C@@H]1C(=O)N(C(C)(C)C)C(=O)[C@@H]12	-15.5
N#CC(C(=O)NC1CC1)c1nc2ccccc2nc1N1CCCC1 (configuration not stated)	-4.1
CCOC(=O)Cc1nnc(Nc2cccc(O)c2)c2ccccc12	-2.7
O=C(COc1ccccc1)N1CCN(C(=O)Cc2ccccc2)CC1	-4.8
CCc1cccc(C)c1N(C(=O)Cn1c(CO)nc2ccccc21)C(C)COC (configuration not stated)	-2.4
COc1ccc(CC(=O)Nc2ccc(-c3nc4cc(C)ccc4o3)c(O)c2)cc1OC	-8.9
CCOC(=O)C1CCCN(c2ccc(NC(=O)c3snc4c(=O)[nH]cnc34)cc2)C1 (configuration not stated)	-7.5
COc1ccc(C2CC(=O)c3cnc(NC(=O)c4ccccc4)nc3C2)c(OC)c1 (configuration not stated)	2.1
Cc1cc(/C=C\c2ccc3cc(N(C)C)ccc3[n+]2C)c(C)n1-c1ccccc1	-26.4
CCCCCCN=CC1=C(O)C(C(=O)OC)C(C)(C)CC1=O (configuration not stated)	0.4
CN(C(=O)c1ccc(C#N)cc1)c1nnc(-c2ccccn2)s1	1.1
O=c1ccnc(Sc2ncccc2[N+](=O)[O-])[nH]1	-1.2
COc1cccc(-c2nnc(SCCOc3ccc4c(C)cc(=O)oc4c3)o2)c1	-5.2
C#CCOC(=O)c1ccccc1C(=O)O	-6.4
CCOc1ccccc1/C=N/NC(=O)Cc1csc(Nc2cccc(C(F)(F)F)c2)n1	-2.4
COc1cc(/C=C/C(=O)c2c(O)ccc3c(C)cc(=O)oc23)ccc1O	-4.3
O=C(Cn1cnc2ccccc2c1=O)NCC1COc2ccccc2O1 (configuration not stated)	-1.5
Cc1ccc(C)c(NC(=S)N2CCCCCC2)c1	-6.0
CC(C)(O)P(C)(=O)c1ccccc1 (configuration not stated)	-0.5

Arranged by value in miR122 inh (descending): 6 of the compounds above.
SMILES	miR122 inh
C#CCOc1nc(OCC#C)nc(OCC#C)n1	8.8
CCCCN(C)C(=O)C1CCN(Cc2ccc(OCc3ccccc3)cc2)CC1	1.0
COCCN1C(=O)c2ccc(C(=O)NCc3cccnc3)cc2C1=O	-1.3
Cc1cc2cc3c(N)[nH]nc3nc2cc1C	-3.7
CC(=O)c1cc(CC=C(C)C)c(O)c(CC=C(C)C)c1O	-4.4
CC[C@@]12C(=O)N(c3cccc(C)c3)C(=O)N1[C@H](c1ccc(OC)cc1)[C@@H]1C(=O)N(C(C)(C)C)C(=O)[C@@H]12	-15.5

Next section:
SMILES	miR122 inh
CCOC(=O)c1cccnc1SCC(=O)NC(C)CC (configuration not stated)	0.2
O=C(Cc1nn[nH]n1)NCCC1=CCCCC1	-9.2
O=C1NC2c3ccccc3C(=O)N2c2c1cnn2-c1ccccc1 (configuration not stated)	-2.0
CCCC(c1nnnn1Cc1ccccc1)N1CCC(C(N)=O)CC1 (configuration not stated)	1.5
Cc1ccccc1NC(=O)N(CCc1nc2ccccc2[nH]1)Cc1ccccc1	0.6
CC(=O)NC(Cc1ccccc1)C(=O)NC1CCN(C(=O)NC2CCCCC2)CC1 (configuration not stated)	-4.4
CC1(C)CC(=O)C2=C(C1)OC(N)=C(C#N)[C@@]21C(=O)N(CC(N)=O)c2ccccc21	3.6
COc1ccc(CC(=O)NCCN2CCCC2)cc1	2.0
Cc1cccc(NS(=O)(=O)c2cc3c4c(c2)CCN4C(=O)CC3)c1C	4.5
CCCCn1c(SCC(=O)c2ccc(OCC)cc2)nc2cc(S(N)(=O)=O)ccc21	-5.2

Screening data: PubChem BioAssay, Broad Institute

Only part of the results is shown, so the mix of outcomes need not match the whole.
